# High-throughput results as filed in PubChem BioAssay.
# TRPV1 agonist – activates the human vanilloid receptor TRPV1; Q8NER1; TRPV1-expressing cells, Fluo-8 calcium influx, agonist mode; activation, % at 8.33 µM; actives 0.19% (n = 320,000); in the data active means activation above about 80%; inconclusive means between about 30% and that limit; further: 0% is about no effect
#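 Fluo-8 calcium influx in TRPV1-expressing cells, kinetic read (ex 480/em 520 nm). Compound added and read 3 min for agonist activity, followed by capsaicin at EC20 final and 2 min further read for enhancement.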
# TCR activator – T cell receptor activation; primary human leukocytes, anti-CD3, IL-2 HTRF, 48 h; Potency, µM (titrated, usually from 9.22 µM), for the others: at the top dose activation of IL-2 secretion, actives largely listed as activators; 330,000 tested, under 10 active; further: % of control where 0% means no effect
#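 Activity was scored as IL-2 release from primary human leukocytes given only a TCR signal (a-CD3 beads) plus compound for 48 hr. Detection used a two-antibody HTRF format read at 665nm.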
# TSG101-PTAP inh – blocks PTAP/TSG101 interaction to inhibit HIV-1 budding; Fluorescence polarization, FITC-PTAP peptide / Tsg101 binding; Potency, µM (titrated, usually from 115 µM), inactives show at the top dose activity change, negative = inhibition, actives largely listed as inhibitors; 340,000 tested, under 10 active; Q99816; active means well fitted inhibition curve with a large enough effect in the main read-out, with a control signal flat, not every such curve was filed as active; inconclusive means small, poorly fitted or top-dose-only effect, or effect the other way, or a change in a side signal; inactive means no such curve, though single readings can be large or run the other way; further: potency means the concentration at half of the fitted maximal effect; % of control where 0% means no effect
# Target sequence (Q99816 whole entry, looked up): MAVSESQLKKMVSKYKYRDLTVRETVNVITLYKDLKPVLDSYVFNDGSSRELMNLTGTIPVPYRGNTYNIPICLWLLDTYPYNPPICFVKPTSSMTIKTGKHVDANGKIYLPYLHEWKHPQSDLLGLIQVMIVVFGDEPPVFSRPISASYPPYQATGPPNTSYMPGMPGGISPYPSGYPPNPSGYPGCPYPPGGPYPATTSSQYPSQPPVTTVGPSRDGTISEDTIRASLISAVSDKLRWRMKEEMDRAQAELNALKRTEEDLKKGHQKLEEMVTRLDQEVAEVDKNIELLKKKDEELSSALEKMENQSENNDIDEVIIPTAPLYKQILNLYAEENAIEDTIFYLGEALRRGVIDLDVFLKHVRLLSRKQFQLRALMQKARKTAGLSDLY
#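 Fluorescence polarization binding of Tsg101 binding domain (10 uM final) to FITC-labeled PTAP peptide (50 nM final) in HEPES pH 7.5 buffer with NaCl, Tween 20, EDTA, TCEP. Compounds added before peptide; binding 20 min at RT.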
# A-T KAP1 phos – candidate therapy for ataxia-telangiectasia. actives 0.19% (n = 320,000). Potency, µM (series often up to 57.5 µM), without a hit: at the top dose activation, actives largely listed as activators. AID 485349. […] A-T fibroblasts, KAP-1 phosphorylation AlphaLISA; neocarzinostatin DNA damage 30 min before lysis; further: potency means the concentration at half of the fitted maximal effect; % of control where 0% means no effect; nearly all actives have a fitted effect of over 45% in size
#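 ATM-like activity read as KAP-1 phosphorylation via AlphaLISA donor/acceptor antibody pairs after lysis and 6 hr at 25C. Cells were ATM-null patient fibroblasts ([…], hTERT), dosed 60 min, then exposed to the DSB inducer NCS for 30 min.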
# ELG1 repair inh – inhibitors of ELG1-dependent DNA repair in HEK293T cells; HEK293T ELG1-luciferase reporter, luminescence, 16 h; DNA damage induced by 5-fluorouridine; AID 504467; actives 2.3% (n = 330,000); Potency, µM (series often up to 46.1 µM), inactives show top-dose activity change, negative = inhibition, actives largely listed as inhibitors; further: potency means the concentration at half of the fitted maximal effect; on the % scale 0 is the no-effect control and ±100 the full control effect; nearly all actives have a fitted effect of over 55% in size
#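 In this reporter screen, reduction of luminescence relative to DMSO vehicle indicated activity. Compounds and 5-fluorouridine were added together to 2,000 cells per well, incubated for 16 hr at 37 °C, then developed with ONE-Glo.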
# a7 integrin act – activates integrin-mediated alleviation for muscular dystrophy | alpha7betagal myoblasts, beta-gal FDG fluorescence, 48 h | Potency, µM (highest dose often 38.3 µM), without a hit: at the top dose activation, usual class: activators | actives 0.064% (n = 350,000) | AID 624291;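 further: potency means the concentration at half of the fitted maximal effect; 100% = response of the positive control SU9516; nearly all actives have a fitted effect of over 60% in size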
#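 Alpha7betagal+/- myoblasts (passage 13) were plated 16-24 hr, then exposed to compounds (1:260 dilution of DMSO stock) for 48 hours at 37C. After MPER lysis, β-galactosidase reporter activity was read as FDG fluorescence (ex 480/em 540) after 30 minutes.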
# B2AR arrestin – beta2AR (human) beta-arrestin recruitment activity; actives 0.02% (n = 330,000); Potency, µM (titrated, usually from 46.1 µM), inactives show at the highest dose activation, hits mostly activators; beta-arrestin recruitment to beta2AR, cell-based reporter;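 further: potency means the concentration at half of the fitted maximal effect; 0% = DMSO controls and full agonism = EC100 isoproterenol or metaproterenol; nearly all actives have a fitted effect of over 65% in size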
# Target sequence (P07550 whole entry, looked up): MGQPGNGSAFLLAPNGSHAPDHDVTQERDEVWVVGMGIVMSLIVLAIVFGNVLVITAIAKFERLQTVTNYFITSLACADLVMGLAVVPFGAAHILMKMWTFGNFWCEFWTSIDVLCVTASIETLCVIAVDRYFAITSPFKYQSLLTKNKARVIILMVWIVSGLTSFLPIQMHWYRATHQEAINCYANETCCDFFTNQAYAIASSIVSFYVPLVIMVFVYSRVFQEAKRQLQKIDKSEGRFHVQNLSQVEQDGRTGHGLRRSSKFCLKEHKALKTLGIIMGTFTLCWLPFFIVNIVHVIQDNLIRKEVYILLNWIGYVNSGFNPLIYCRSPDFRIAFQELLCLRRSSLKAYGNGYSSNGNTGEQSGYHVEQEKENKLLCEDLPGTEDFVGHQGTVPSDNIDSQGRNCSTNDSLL
# BRCA1 expr act – increases BRCA1 expression | MCF7-BRCA1-FFLuc reporter, luminescence, 48 h; response scale: scaled: vehicle 0%, 10 µM genistein 100% | Potency, µM (top dose mostly 46.1 µM), without a hit: top-dose activation, hits mostly activators | actives 1.1% (n = 380,000); further: potency means the concentration at half of the fitted maximal effect; nearly all actives have a fitted effect of over 80% in size; some results filed as inactive show a strong effect at the top dose
#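 Activators of BRCA1 expression were detected as increased firefly luciferase luminescence in engineered MCF7 cells after 48 h compound incubation. Signals were scaled to genistein 10 microM as full activation.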
# p53 reactivator – restores transcriptional activity of mutant p53. H1299 p53-A138V BP100-luciferase reporter, luminescence, 24 h. Potency, µM (titrated, usually from 92.2 µM), for the others: at the top dose activity change, positive = activation, most hits filed as activators. actives 0.063% (n = 320,000). AID 504706; further: potency means the concentration at half of the fitted maximal effect; % of control where 0% means no effect; nearly all actives have a fitted effect of over 45% in size
#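 H1299 (p53-null), stable ts p53-A138V + BP100-Luc; 1000 cells/well, Opti-MEM/10% FBS; cpd 4 pt, 1:5; 24 h, 37 deg C, 5% CO2; detection reagent 10 min RT; luminescence.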
# CXXC DNA block – MLL CXXC-DNA interaction inhibition; Potency, µM (highest dose often 115 µM), for the others: top-dose activity change, negative = inhibition, hits mostly inhibitors; actives 0.037% (n = 290,000); Q03164; MLL-CXXC / FITC-HOXA9 DNA fluorescence polarization; active means well fitted inhibition curve with a large enough effect in the polarisation, with a control signal flat, not every such curve was filed as active; inconclusive means small, poorly fitted or top-dose-only effect, or effect the other way, or a change in a side signal; inactive means no such curve, though single readings can be large or run the other way; the % refers to the polarisation; further: potency means the concentration at half of the fitted maximal effect
#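 Steps: dispense CXXC domain solution (7 uM) → pin compounds or unlabeled HOX-A9 DNA control → 5 min ambient → add FLSN-HOX-A9 solution (50 nM) → spin → 30 min ambient → fluorescence polarization. Tris pH 7.5/NaCl/DTT/BSA buffer.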
# * marks the source's active call; other numbers are inactive results; u = inconclusive; x = no result given; [ ] = dose if it differs, or a comment. Unless noted, the call rests on the fitted dose curve; in most records, active means well fitted curve in the direction sought with a large enough effect; inconclusive means small, poorly fitted or top-dose-only effect, or another doubt; inactive means no such curve, though single readings can be large; an effect the other way counts as inactive or inconclusive. Compounds as they come; any-hit rate near 3.8%.
SMILES,TRPV1 agonist,TCR activator,TSG101-PTAP inh,A-T KAP1 phos,ELG1 repair inh,a7 integrin act,B2AR arrestin,BRCA1 expr act,p53 reactivator,CXXC DNA block
COc1ccc(NC(=S)Nc2ccc3nccnc3c2)cc1,-2.6,-2.9%,0.6%,-5.9%,u,0.2%,-0.1%,48.9%,4.8%,u
Nc1ccccc1N=c1ssnc1Cl,8.4,-4.7%,-4.0%,5.3%,-1.0%,14.3%,0.0%,-41.2%,19.9%,-1.8%
Cc1cccc(CCNS(=O)(=O)c2ccc3c(c2)oc(=O)n3C)c1,1.1,-2.6%,-9.5%,-0.7%,-0.5%,-3.9%,-0.5%,-21.7%[1.84 µM],-7.7%,15.1%
CCCc1cc(C(=O)N/N=C/c2cccn2C)cs1,u,x,0.7%,5.1%,u,2.4%,6.5%,7.94µM*,-17.0%,18.1%
COc1ccc(CN2CCc3cc(OC)c(OC)cc3C2)cc1O,0.3,3.0%,-4.3%,3.1%,-3.0%,5.6%,0.8%,-26.2%,0.9%,-19.4%
Clc1ccc(-c2ncc3ccccn23)c(Cl)c1,10.2,0.4%,0.4%,-0.7%,-5.0%,-15.2%,-0.4%,34.7%,1.9%,-11.3%
CC(=O)N1CCN(S(=O)(=O)c2ccc3c(c2)OCCO3)CC1,0.7,4.9%,-5.4%,9.1%,u,0.9%,-0.3%,-1.6%,-3.9%,x
O=C(CC(c1ccccc1)c1cc(Br)ccc1O)NCCN1CCOCC1 (centres undefined),2.3,3.3%,-3.6%,15.5%,-17.0%,7.4%,0.2%,-0.5%,-23.9%,20.1%
COc1ccc(CNC(=O)CN(C)S(=O)(=O)c2ccc3c(c2)n(C)c(=O)c(=O)n3C)cc1,1.9,3.6%,-4.4%,1.4%,-2.4%,u,0.1%,-6.2%,5.5%,12.1%
CN(CCN1CCc2ccccc2C1)Cc1nc(-c2ccc3c(c2)OCO3)no1,0.3,3.0%,-5.4%,-1.3%,-11.7%,-9.0%,-1.0%,-1.1%,0.5%,-2.5%
COc1ccccc1NC(=O)c1cc(Cl)nnc1Cl,-3.8,x,-2.4%,-10.4%,u,-62.8%[inhibitor],-0.1%,-16.3%,u,-4.8%
CS(=O)(=O)Nc1ccccc1C(=O)Nc1ccccc1C(=O)N1CCCC1,-6.6,-21.3%,0.2%,2.6%,-6.1%,-1.2%,-0.6%,18.1%,0.7%,4.4%
Cc1cc(CNC(=O)C2CCC(=O)N(CCc3cccc(F)c3)C2)on1 (centres undefined),2.5,-3.8%,1.9%,1.6%,1.0%,25.1%,-1.1%,-1.4%,0.1%,-15.7%
Cc1ccc(CCNCc2c(C(=O)O)c(C)n(-c3ccccc3)c2C)cc1,-2.5,0.2%,-5.5%,4.3%,0.0%,5.7%,-0.2%,4.2%,-0.6%,-6.3%
S=c1nc[nH]c2c1sc1nc(-c3ccccc3)c3c(c12)CCCC3,1.3,-3.5%[46.1 µM],-6.5%,-5.4%,-1.6%,0.0%,0.6%,-48.5%,7.2%,6.0%
C=C(C)Cn1c(C)cc(C)c(S(=O)(=O)c2cccc(C)c2)c1=O,9.3,1.2%,-0.6%,16.6%,u,13.2%,2.8%,-3.6%,-2.3%,3.5%
O=C(NCCCNC(=O)c1cnccn1)c1cccc(Cl)c1,7.8,12.4%,-0.7%,6.3%,-1.1%,-23.5%,-0.9%,0.2%,11.2%,-8.3%
O=C(NC(c1ccccc1)C(Cl)(Cl)Cl)c1ccccc1 (centres undefined),13.8,-2.2%[46.1 µM],-5.5%,-2.2%,1.4%,-13.4%,-3.0%,-14.8%,-5.1%,5.0%
Cc1nn(-c2ccccc2)c(C)c1-c1cc(C(=O)N/N=C/c2ccc(O)cc2)[nH]n1,-0.1,-9.6%,-6.8%,6.3%,u,8.3%,-1.3%,-34.5%[inhibitor],-1.8%,19.6%
COc1cc(OC)cc(-c2sc3ccc(OC)cc3c2-c2ccc(OCCN3CCCCC3)cc2)c1,x,5.2%[46.1 µM],-1.9%,-0.4%,u,-45.0%,0.0%,0.0%,-6.7%,x
N#CC1=C(S)N(c2ccc(F)cc2)C2(CCCCC2)NC1=O,3.6,5.2%,-1.2%,-0.6%,7.8%,17.2%,0.1%,5.4%,16.3%,2.5%
O=C(COC(=O)c1cnccn1)NCc1ccc2c(c1)OCO2,1.8,-38.1%,-3.9%,1.7%,-2.8%,-11.2%,0.2%,-4.5%,2.3%,12.3%
Cc1oc(S(=O)(=O)N(C)C)cc1C(=O)Nc1ccc(Cl)cc1,u,-1.6%,-0.6%,-1.4%,u,-8.3%,-0.2%,2.9%,1.0%,-1.8%
COc1ccc(CNC(=O)COC(=O)CN2C(=O)C(C)Oc3ccc(C)cc32)cc1 (centres undefined),27.3,3.7%,-7.6%,4.1%,-1.4%,-7.3%,-0.2%,-8.4%,-3.1%,2.0%
CCOC(=O)c1ccc(NS(=O)(=O)c2cccc3nsnc23)cc1,25.4,8.8%,-1.9%,-14.0%,23.0%,10.9%,-0.2%,-30.5%,-12.9%,-2.3%
CCc1ccc(NC(=O)COC(=O)CC2CCCC2)cc1,x,1.9%,-1.3%,-0.7%,7.2%,11.6%,0.0%,-5.0%,-1.3%,x
Cc1[nH]c(=S)c(C#N)c(C)c1C(=O)Nc1ccccc1,-0.5,0.5%,-1.9%,2.7%,1.4%,-10.2%,-0.3%,-19.7%,0.0%,2.0%
O=C(CN1CCN(Cc2ccccc2)CC1)Nc1cccc(C(F)(F)F)c1,3.4,0.0%,-1.1%,0.6%,-0.5%,-2.3%,-0.4%,3.6%,-1.0%,4.0%
CSc1ccccc1NC(=O)CN(C)C(=O)C1CCN(C(=O)Nc2ccccc2)CC1,-7.2,-7.3%,1.5%,1.0%,13.0%,18.3%,-0.5%,6.5%,-2.7%,x
CCOC(=O)C1(Cc2ccccc2C)CCCN(Cc2cn(C)nc2C)C1 (centres undefined),5.0,1.7%,-4.2%,5.3%,-15.1%,8.3%,-0.4%,-6.8%,-3.2%,-2.1%
COc1ccc(-n2c(C)cc(/C=C3\SC(=O)NC3=O)c2C)cc1,13.1,3.7%,-0.1%,u,u,8.4%,0.1%,11.2µM*,u,-5.5%
CCc1ccc2nc(NC(=O)c3ccc(N4C(=O)CCC4=O)cc3)sc2c1,-3.4,8.1%,-1.3%,-2.8%,u,-8.6%,-0.5%,44.0%,13.0%,-8.2%
O=C(CCN1CCCCC1)c1cccc(Cl)c1,x,-8.6%,-5.4%,x,x,-29.1%,x,-21.0%,x,x
O=C(CCNC(=O)c1ccc([N+](=O)[O-])cc1)Nc1ccc(S(=O)(=O)N2CCOCC2)cc1,1.4,1.7%,-1.1%,13.3%,u,-11.8%,-0.2%,0.8%,3.2%,x
O=C(C(c1ccccc1)c1ccccc1)N1CCN(CCN2C(=O)c3cccc4cccc(c34)C2=O)CC1,-1.5,7.7%[46.1 µM],-0.4%,0.8%,x,-16.7%,0.2%,-55.9%,x,7.4%
O=C(CSc1ccc(-c2ccc(F)cc2)nn1)N1CCOCC1,5.0,1.1%,-1.2%,1.6%,26.3%,-20.8%,-0.1%,35.1%,13.0%,7.7%
C=CCn1c(Cc2ccc(OC)cc2)nnc1SCC(=O)c1cccc([N+](=O)[O-])c1,-0.2,x,-4.2%,-5.7%,u,-11.2%,0.0%,-0.3%,-2.9%,-4.2%
CN(C)c1nc(Oc2ccc(=O)[nH]n2)nc(N2CCCCC2)n1,-1.5,-0.8%,0.4%,x,x,9.2%,x,-11.7%,x,6.3%
O=C(NCc1ccccc1)c1nccnc1CO,2.5,-18.5%,-0.9%,-13.6%,2.1%,-14.1%,0.2%,-7.6%,7.2%,u
COc1ccc(C(=O)Nc2ccc3ccccc3c2)cc1,96.0*,x,-5.8%,-20.6%,u,-2.1%,-2.2%,u,x,14.2%

# 3 of the compounds above, with two lines to a compound:
# Values run as follows: TRPV1 agonist, TCR activator, TSG101-PTAP inh, A-T KAP1 phos, ELG1 repair inh, a7 integrin act, B2AR arrestin, BRCA1 expr act, p53 reactivator, CXXC DNA block
> O=C(CCNC(=O)c1ccc([N+](=O)[O-])cc1)Nc1ccc(S(=O)(=O)N2CCOCC2)cc1
    1.4, 1.7%, -1.1%, 13.3%, u, -11.8%, -0.2%, 0.8%, 3.2%, x
> COc1ccc(-n2c(C)cc(/C=C3\SC(=O)NC3=O)c2C)cc1
    13.1, 3.7%, -0.1%, u, u, 8.4%, 0.1%, 11.2µM*, u, -5.5%
> CN(C)c1nc(Oc2ccc(=O)[nH]n2)nc(N2CCCCC2)n1
    -1.5, -0.8%, 0.4%, x, x, 9.2%, x, -11.7%, x, 6.3%
